# Source: PubChem BioAssay
# LYPLA1 inh – LYPLA1 (human) inhibition in PME1 counter-screen; O75608; recombinant LYPLA1, FP-Rh probe fluorescence polarization; inhibition, % at 5.9 µM; actives 0.16% (n = 320,000); AID 2174;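 active means inhibition above the mean of all tested compounds plus 3 SD, set per campaign, cut at about 14% in these data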;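 further: inhibitors block serine hydrolase probe labeling of LYPLA1 so polarization falls; 0% = enzyme with DMSO and 100% = wells lacking LYPLA1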
# PAFAH2 FP inh – inhibitors of human PAFAH2; Q99487; inhibition, % at 3.39 µM; recombinant PAFAH2, FP-rhodamine activity probe, fluorescence polarization; actives 0.99% (n = 340,000);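 active means inhibition above the mean over all tested compounds plus 3 SD, cut at about 30% in these data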;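 further: inhibitors block probe labeling of enzyme so polarization drops; 0% = enzyme with DMSO and 100% = wells lacking PAFAH2 protein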
# PREPL inh – human PREPL enzyme inhibition; Q4J6C6; recombinant PREPL, fluorescence polarization activity-based probe; inhibition, % at 5.96 µM; actives 0.68% (n = 320,000); in the data active means inhibition above about 43%;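 further: 0% = enzyme with DMSO and 100% = wells lacking enzyme; many of its hits are not listed in these tables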
# PAFAH1B2 FP inh – PAFAH1B2 (human) inhibition; inhibition, % at 3.39 µM; P68402; AID 492953; actives 1.2% (n = 340,000); recombinant PAFAH1B2, FP-rhodamine activity probe, fluorescence polarization;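 active means inhibition above the mean of all tested compounds plus 3 SD, cut at about 24% in these data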;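 further: 0% = enzyme with DMSO and 100% = wells lacking PAFAH1B2; many of its hits are not listed in these tables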
# GSTO1 counter – GSTO1 inhibition, counter-screen for RBBP9 inhibitors; P78417; recombinant GSTO1, activity-based probe fluorescence polarization; inhibition, % at 5.96 µM; actives 1.1% (n = 300,000); AID 1974;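 active means inhibition above the campaign mean inhibition plus 3 SD, cut at about 35% in these data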;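 further: 0% = GSTO1-1 with DMSO and 100% = wells lacking GSTO1-1 enzyme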
# Target sequence (P78417 whole entry, looked up): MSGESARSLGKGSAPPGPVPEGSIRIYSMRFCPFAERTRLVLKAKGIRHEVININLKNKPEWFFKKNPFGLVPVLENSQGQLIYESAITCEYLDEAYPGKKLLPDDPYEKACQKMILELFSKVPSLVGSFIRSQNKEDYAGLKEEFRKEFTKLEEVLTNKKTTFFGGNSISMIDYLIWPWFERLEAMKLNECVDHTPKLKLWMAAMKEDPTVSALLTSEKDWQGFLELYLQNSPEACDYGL
# PAD4 inh – inhibitors of human PAD4; inhibition, % at 6.36 µM; actives 0.41% (n = 330,000); recombinant PAD4, RCA probe fluorescence polarization; Q9UM07;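 active means percent inhibition above a cutoff equal to the mean of all tested compounds plus 3 SD, cut at about 15% in these data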;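 further: 0% = PAD4 with RCA probe and DMSO and 100% = probe without PAD4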
# LYPLA2 inh – blocks human lysophospholipase 2, a PME1 counter-screen | actives 0.38% (n = 320,000) | AID 2177 | recombinant LYPLA2, FP-Rh probe fluorescence polarization | inhibition, % at 5.9 µM;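 active means inhibition above the screen-wide mean plus 3 SD, limit set per campaign, cut at about 26% in these data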;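 further: 0% = LYPLA2 with DMSO and 100% = wells lacking LYPLA2 enzyme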
# Target sequence (O95372 whole entry, looked up): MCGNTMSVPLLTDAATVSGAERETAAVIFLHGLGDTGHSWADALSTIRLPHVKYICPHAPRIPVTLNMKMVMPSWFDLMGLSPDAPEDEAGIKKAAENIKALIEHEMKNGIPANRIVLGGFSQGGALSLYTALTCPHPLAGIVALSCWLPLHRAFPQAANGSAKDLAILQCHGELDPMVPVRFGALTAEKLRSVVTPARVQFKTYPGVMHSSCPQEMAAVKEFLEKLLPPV
# pPAFAH FP inh – inhibitors of human plasma PAF acetylhydrolase (pPAFAH). recombinant pPAFAH, FP-rhodamine probe fluorescence polarization. inhibition, % at 3.39 µM. actives 1.5% (n = 330,000). AID 463082;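 active means inhibition above the mean inhibition across the screen plus 3 SD, cut at about 25% in these data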;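 further: inhibitors block binding of the rhodamine activity-based probe so polarization drops; 0% = enzyme with DMSO and 100% = wells lacking pPAFAH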
# Target sequence (Q13093 whole entry, looked up): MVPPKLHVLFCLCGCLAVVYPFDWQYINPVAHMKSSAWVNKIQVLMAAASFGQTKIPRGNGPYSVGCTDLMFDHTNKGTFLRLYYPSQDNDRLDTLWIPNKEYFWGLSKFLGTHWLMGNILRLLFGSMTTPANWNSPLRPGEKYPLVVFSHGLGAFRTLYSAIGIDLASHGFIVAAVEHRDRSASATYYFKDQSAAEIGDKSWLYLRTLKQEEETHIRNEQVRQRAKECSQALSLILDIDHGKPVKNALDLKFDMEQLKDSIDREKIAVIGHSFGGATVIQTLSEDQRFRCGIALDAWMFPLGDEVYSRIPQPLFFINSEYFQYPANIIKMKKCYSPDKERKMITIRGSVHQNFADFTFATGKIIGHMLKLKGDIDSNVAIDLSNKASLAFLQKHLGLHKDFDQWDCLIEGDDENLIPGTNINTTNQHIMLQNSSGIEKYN
# PAFAH1B3 FP inh – PAFAH1B3 (human) inhibition. recombinant PAFAH1B3, FP-rhodamine probe, fluorescence polarization. Q15102. actives 0.28% (n = 340,000). AID 492972. inhibition, % at 3.39 µM;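 active means inhibition above the screen-wide average of all tested compounds plus 3 SD, cut at about 25% in these data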;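 further: 0% = enzyme with DMSO only and 100% = wells lacking PAFAH1B3 protein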
# Active calls of the source: *; . = no result given. Only part of the results is shown; rates above refer to the full screens.
SMILES,LYPLA1 inh,PAFAH2 FP inh,PREPL inh,PAFAH1B2 FP inh,GSTO1 counter,PAD4 inh,LYPLA2 inh,pPAFAH FP inh,PAFAH1B3 FP inh
O=C(CNc1ccccc1C(=O)O)c1ccccc1,-1.9,6.0,7.5,3.3,0.0,2.2,0.1,-5.1,2.2
Cn1c(=O)c2c(n(Cc3ccccc3)c1=O)NC(=O)C2CC(=O)NCc1cccc(Cl)c1 (centres undefined),2.6,-8.1,-0.5,2.6,4.5,0.0,5.1,-3.3,-5.2
CC(N)(C(=O)O)c1cccc(OCc2cccc(Cl)c2)c1 (centres undefined),2.4,0.7,-8.7,3.8,-5.9,2.8,1.3,3.8,0.6
O=C(CN1C(=O)NC2(CCCCC2)C1=O)NCc1cccs1,-5.6,-4.2,3.0,5.0,-0.8,-2.6,0.7,-2.8,-3.8
Cc1cccc(NC(=O)CNC(=O)Cn2ncc(Cl)c(Cl)c2=O)c1C,.,13.7,5.2,0.6,.,3.8,.,11.1,0.9
N#CC1(NC(=O)CSc2nc3ccccc3s2)CCCCC1,1.1,3.6,11.4,1.6,.,-1.4,-1.0,-0.7,-1.2
COc1ccc(CNC(=S)Nc2ccc(Br)cc2)cc1,-2.8,5.0,-26.5,4.6,5.0,-4.8,-3.3,0.6,5.1
CC(C)CNC(=O)c1c(N)n(/N=C/c2ccccn2)c2nc3ccccc3nc12,-0.5,2.8,4.2,3.1,-2.4,-0.7,-1.7,1.3,7.0
CCOC(=O)C1=CN(Cc2ccco2)S(=O)(=O)NC1c1ccc(C(F)(F)F)cc1 (centres undefined),.,-1.8,.,6.7,.,-0.6,.,15.5,10.4
COc1cc(OC)c(C(=O)Nc2ccc(C(=O)c3ccccc3)cc2)cc1OC,-8.0,-1.6,40.8,0.9,3.0,-4.9,-5.1,13.9,17.2
O=C(COc1ccccc1F)Nc1ccc(S(=O)(=O)Nc2nccs2)cc1,-5.4,-3.4,3.1,0.0,2.8,3.4,-4.7,0.9,0.8
CCOC(=O)C1=CN(Cc2cccc(F)c2)S(=O)(=O)NC1c1ccc(F)c(Cl)c1 (centres undefined),.,-7.4,.,4.2,.,-3.3,.,1.2,4.9
CCCc1nc2ccccc2c(=O)n1NC(=O)c1c(O)c2cccc3c2n(c1=O)CCC3,-2.9,4.8,8.3,8.0,7.9,0.7,-5.2,1.6,5.8
CN1CCN(S(=O)(=O)c2ccc(NC(=O)c3ccc(Br)o3)cc2)CC1,-0.1,7.0,-1.1,8.2,1.6,-2.8,2.7,0.2,5.7
Fc1ccc(-n2nnc(-c3cccnc3Cl)n2)cc1,2.4,2.0,8.7,-9.7,0.5,-4.6,2.0,1.6,-2.6
C#CCOc1c(Cl)cc(/C=N/O)cc1OC,-2.3,2.1,1.9,2.6,4.8,-1.2,-0.5,-6.6,1.3
CC(C)(C)OC(=O)C(C(=O)OC(C)(C)C)c1ccc(Cl)nn1,-2.0,3.5,-17.1,3.0,3.9,-0.9,-1.2,7.0,8.9
COc1ccc(C2CC(=O)c3cc(OC)c(OC)cc32)cc1OC (centres undefined),-0.5,.,9.5,.,14.3,3.8,-4.4,-7.5,.
COC(=O)c1ccc(CSc2ncn[nH]2)o1,-0.4,-9.5,5.6,3.8,3.8,1.3,8.9,5.9,8.2
O=C(NCc1ccco1)NC12CC3CC(CC(C3)C1)C2,-0.4,14.0,3.6,6.3,7.8,-4.5,1.6,2.5,6.7
CCOCCCNC(=O)c1cn(C)c2ccc(S(=O)(=O)N3CCCCC3)cc2c1=O,-2.5,0.4,6.0,6.7,3.5,0.6,-4.8,-0.1,5.0
Cc1ccc(S(=O)(=O)NC(C)(C)CN2CCCCC2)cc1,1.1,3.7,-5.3,-1.8,5.2,0.8,0.1,9.0,-0.7
O=C(CN1C(=O)c2cccc3cccc1c23)Nc1ccc(S(=O)(=O)Nc2nccs2)cc1,0.2,-8.3,-2.0,4.5,2.2,-0.1,1.5,5.5,10.7
CCC(C)NC(=O)CSc1n[nH]c(=O)n1CCc1ccccc1 (centres undefined),-5.2,-2.4,-1.3,6.2,2.0,4.3,-6.0,5.6,-1.1
CCC(C)(C)C(=O)Nc1cc([N+](=O)[O-])ccc1Cl,-6.8,-2.8,3.0,-1.3,3.5,0.9,-5.3,4.0,0.0
Cn1c(=O)c2c(nc(NCc3ccc4c(c3)OCO4)n2Cc2ccccc2)n(C)c1=O,2.8,1.2,21.8,2.1,-5.9,-2.9,-4.0,5.0,-5.8
COCC(=O)Nc1cccc2ccccc12,1.7,3.4,2.4,3.0,1.0,-2.4,3.1,4.8,0.8
Cn1c(CN2CCOCC2)nnc1SCC(=O)Nc1ccc2c(c1)OCCO2,1.1,-12.8,18.0,-3.8,-4.9,42.2*,10.2,2.6,2.8
CC(C)Nc1nc(NC(C)C)nc(Oc2ccc(OCc3ccccc3)nn2)n1,-1.0,-0.4,18.5,2.0,-1.5,-4.2,-2.1,-1.7,5.2
COc1cc(OC)cc(C(=O)Nc2ccc(-c3nc4ccccc4o3)cc2)c1,-10.2,-5.7,-7.3,-0.8,-21.7,-4.7,-16.6,-0.2,-7.6
Cc1ccc(CN=Cc2[nH]c3ccc(Br)c(Cl)c3c2O)cc1,-3.1,4.0,15.3,2.0,51.7*,-16.7,2.8,5.2,6.1
CCN1CCN(Cc2c3ccccc3cc3ccccc23)CC1,-2.6,7.3,-41.6,6.5,1.0,3.1,1.7,6.2,13.3
O=C(NCc1ccco1)C(c1ccccc1)N(CC1CCCO1)C(=O)Cn1nnc2ccccc21 (centres undefined),-1.9,-9.4,0.3,-2.7,7.5,-0.4,-0.9,8.4,-1.6
CSCCC(NC(=O)c1ccccc1)C(=O)NNC(=O)c1ccccc1 (centres undefined),.,0.6,9.6,4.4,.,-6.7,.,-8.9,0.9
O=C(Nc1cccnc1)c1sc2cccc(F)c2c1Cl,-9.2,3.3,-3.7,0.0,0.1,-5.7,-9.0,-4.1,11.2
C=CCSc1nc2sc(C)c(C)c2c(=O)[nH]1,-2.2,5.3,3.4,3.1,-18.8,-1.8,-4.0,0.6,2.4
C=CCn1c(SCC(=O)Nc2sccc2C(N)=O)nc2sc(CC)cc2c1=O,-11.4,-4.7,-50.3,0.8,7.8,-4.8,-9.1,-3.0,7.9
CC(C)(C)NC(=S)N/N=C/c1c(Cl)cccc1Cl,1.1,-2.7,3.7,-2.8,-7.4,2.2,3.5,4.5,2.7
COc1ccc(NC(=O)c2oc3ccccc3c2C)cn1,-1.8,0.7,4.7,-8.2,-5.3,-5.7,-6.2,5.7,-3.0
FC(F)(F)c1nnc2ccc(N3CCCCC3)nn12,-0.7,.,-2.5,.,4.4,-4.6,3.2,-1.3,.
COc1ccc(OC)c(NC(=O)COC(=O)c2ccc(OC)c(S(=O)(=O)N3CCCC3)c2)c1,-1.5,15.4,3.3,-3.7,.,1.3,-2.1,1.3,-1.5
O=C(c1cc(C2CC2)on1)N1CCOCC1,-1.1,1.1,13.4,5.0,-1.8,0.7,3.9,-1.5,-2.2
COC(=O)c1ccc(/C=C2\N=C(SC)SC2=O)cc1,0.3,-1.8,13.0,3.1,2.3,-1.3,2.7,3.7,5.0
CC12CCC(=O)N1C(C(=O)NNC(=O)c1cccc(Cl)c1)CS2 (centres undefined),0.4,8.6,-0.1,0.0,1.3,-1.0,35.3*,2.8,6.4
COC(=O)/C=C1\SC(=Nc2ccccc2)NC1=O,-0.7,0.9,3.2,4.6,4.4,-4.1,-4.8,5.2,-0.5
CCOC(=O)c1cncc(NC(=O)c2ccccc2)c1,2.1,1.1,3.1,1.3,-5.3,-6.8,-0.4,1.2,9.2
CC(C)OP(=O)(c1ccc(N(C)C)cc1)C(O)c1cccnc1 (centres undefined),1.4,10.6,-1.9,-3.5,1.5,-1.2,1.5,-2.5,6.0
CCN1C(=O)C2(C(C#N)=C(N)Oc3n[nH]c(-c4ccccc4)c32)c2ccccc21 (centres undefined),0.8,-0.8,4.6,-1.2,6.3,0.8,-0.2,-2.9,0.1
COc1cccc(CN2CCCN(S(=O)(=O)c3ccc(Br)cc3)CC2)c1,0.4,5.5,-3.7,4.3,-3.2,-1.2,2.4,3.4,-0.3
Cc1noc(C)c1S(=O)(=O)NCCCN1CCN(Cc2ccccc2)CC1,-5.7,.,11.0,.,8.1,-0.1,-14.3,-3.0,.
COC(=O)c1c(NC(=O)Cc2cccs2)sc2c1CCCC2,2.2,5.6,25.4,-2.7,5.5,-5.0,1.8,12.6,-5.8
CCc1cccc(NC(=O)CCc2nc3sc4c(c3c(=O)[nH]2)CCCC4)c1,-7.9,3.8,8.0,-2.7,10.5,-4.8,-12.2,11.8,5.5
O=C(COC(=O)c1ccc(Br)o1)Nc1ccc2[nH]c(=O)[nH]c2c1,-4.7,3.3,11.0,2.5,.,-1.5,-1.7,-3.1,4.3
O=C(CSc1nnnn1C1CCCC1)Nc1ccccc1F,-0.9,6.8,-6.5,4.6,-2.0,0.0,-2.0,1.9,9.5
CCC1CCCCN1CCCNC(=O)c1ccc2nc(N3CCCCC3)sc2c1 (centres undefined),0.2,-6.6,16.3,1.0,-4.6,-0.1,0.9,-2.5,3.9
O=S(=O)(Cc1cc(-c2ccc(Cl)cc2)no1)c1ccccc1,-0.4,9.7,-60.0,8.1,-11.3,3.3,0.7,5.3,-2.4

# (list continues)
SMILES,LYPLA1 inh,PAFAH2 FP inh,PREPL inh,PAFAH1B2 FP inh,GSTO1 counter,PAD4 inh,LYPLA2 inh,pPAFAH FP inh,PAFAH1B3 FP inh
COc1ccc(CNC(=S)Nc2cc(C)ccc2C)cc1,-0.6,6.7,-12.3,11.0,-0.2,-5.0,4.2,-3.5,7.9
Cc1ccc(NC(=O)NCC2CCN(Cc3cccc(Cl)c3)CC2)c(Cl)c1,-3.3,-5.2,-0.1,3.6,8.8,-5.9,0.5,-0.6,1.5
O=C(c1ccc(F)cc1)C1CCN(C(=O)Nc2ccc(F)cc2F)CC1,0.3,0.8,-4.4,1.5,-0.1,-2.2,1.7,0.6,-3.9
O=C(CC1C(=O)NCCN1C(=S)Nc1ccccc1)Nc1ccc2c(c1)OCCO2 (centres undefined),0.0,15.6,-3.2,1.7,3.4,-2.0,3.8,3.6,-1.0
CCOc1ccc(N2C(=O)Nc3ccccc3C2(O)C(=O)NCc2ccc(F)cc2)cc1 (centres undefined),0.7,6.3,-17.6,6.5,-7.7,-1.9,3.1,-2.3,-3.4
COc1ccc(S(=O)(=O)NC(CC(=O)O)c2ccco2)cc1 (centres undefined),1.0,1.8,-6.0,1.8,0.3,1.6,2.2,-0.4,2.8
COc1ccc(OCC(=O)Nc2ccccc2C(=O)NC(C)C)cc1,-3.2,-2.2,2.9,1.2,3.1,0.5,-0.7,3.7,-8.3
CCCc1ccc2oc(C(=O)N3CCC[C@H]3CO)c(C)c2c1,-1.7,-2.3,5.3,3.3,2.2,1.4,0.3,14.1,-1.0
O=C(COC(=O)c1ncc(Cl)c(Cl)c1Cl)NCc1cccs1,-0.7,-5.7,-5.2,-4.6,5.4,0.4,2.6,17.2,0.8
